PLK1 PBD inh: PLK1 (human) polo-box domain binding inhibition; Plk1 PBD binding of FITC phosphopeptide, fluorescence polarization; Potency, µM, inactives show max response, negative = inhibition, hits mostly inhibitors; 2.8% of 360,000 active; AID 720504; also: potency is read from the fitted curve at half-maximal effect; series mostly up to about 57 µM; % is scaled to controls: 0 for no effect and ±100 for the full control effect; nearly all actives have a fitted effect of over 65% in size
EPAC1 antag: antagonists of human EPAC1. EPAC1 GEF assay, Rap1b-BODIPY-GDP exchange fluorescence. Potency, µM (top dose mostly 115 µM), without a hit: at the highest dose activity change, negative = inhibition, most hits filed as inhibitors. 0.14% of 360,000 active. AID 720709;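 also: potency is read from the fitted curve at half-maximal effect; plate controls were vehicle for no effect and positive control for full effect; nearly all actives have a fitted effect of over 50% in size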
Target sequence (O95398 whole entry, looked up): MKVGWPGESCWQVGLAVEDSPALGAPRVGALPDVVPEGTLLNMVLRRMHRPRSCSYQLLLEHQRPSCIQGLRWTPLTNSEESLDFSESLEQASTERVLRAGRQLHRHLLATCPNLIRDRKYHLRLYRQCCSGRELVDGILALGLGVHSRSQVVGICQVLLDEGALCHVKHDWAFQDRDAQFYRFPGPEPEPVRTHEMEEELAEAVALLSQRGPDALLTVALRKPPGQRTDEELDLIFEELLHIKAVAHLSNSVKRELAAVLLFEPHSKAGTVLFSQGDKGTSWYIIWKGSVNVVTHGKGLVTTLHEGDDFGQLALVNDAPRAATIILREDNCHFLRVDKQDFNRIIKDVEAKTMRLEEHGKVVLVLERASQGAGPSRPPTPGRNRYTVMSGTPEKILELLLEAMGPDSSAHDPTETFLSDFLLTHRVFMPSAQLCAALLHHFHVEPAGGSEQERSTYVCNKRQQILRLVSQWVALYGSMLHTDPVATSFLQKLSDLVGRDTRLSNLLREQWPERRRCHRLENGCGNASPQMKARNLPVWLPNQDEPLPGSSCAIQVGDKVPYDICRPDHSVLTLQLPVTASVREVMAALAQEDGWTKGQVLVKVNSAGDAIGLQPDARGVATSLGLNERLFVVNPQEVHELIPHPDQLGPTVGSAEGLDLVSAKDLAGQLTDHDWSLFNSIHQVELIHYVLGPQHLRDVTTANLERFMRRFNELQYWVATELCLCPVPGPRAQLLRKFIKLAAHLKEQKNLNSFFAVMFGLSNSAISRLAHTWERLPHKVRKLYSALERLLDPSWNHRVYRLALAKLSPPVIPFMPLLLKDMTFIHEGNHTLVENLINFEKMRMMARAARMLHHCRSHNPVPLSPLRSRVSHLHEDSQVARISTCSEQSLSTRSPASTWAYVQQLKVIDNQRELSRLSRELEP
IL-2 act: activators of IL-2 | activation, % (series mostly up to about 46 µM) | AID 652025 | IL-2 activation reporter assay, cell-based qHTS; stimulated with anti-CD3/CD4/CD28 beads; in transgenic mouse T cells | 0.065% of 360,000 active; in the data active = activation above about 50%; inconclusive = mostly about 30% to 49%; also: 0% is about no effect
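Screening format: compound pinned onto unstimulated transgenic mouse T cells, 60 min incubation, then anti-CD3/anti-CD4/anti-CD28 bead stimulation for 18 hours at 37 degrees C, followed by EGFP and DsRed detection.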
FUS suppressor: rescues growth of FUS-expressing yeast. S. cerevisiae FUS-expressing, growth rescue, OD600, 24 h. 0.24% of 390,000 active. Potency, µM (top dose mostly 76.6 µM), inactives show top-dose growth rescue (activation), usual class: activators;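 also: potency is read from the fitted curve at half-maximal effect; plate controls were DMSO vehicle for no effect and reference control for full effect; nearly all actives have a fitted effect of over 55% in size; some results filed as inactive show a strong effect at the top dose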
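Compound concentration series was pinned onto galactose-induced FUS-expressing yeast seeded at OD 0.005. Plates sat 24hr at 30C; absorbance at 600 nm gave growth. DMSO served as background control.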
Abeta rescue: compounds reversing amyloid beta toxicity in yeast; yeast expressing A-beta42, growth rescue, OD600, 48 h; response scale: 0% DMSO, 100% iron-clioquinol control; Potency, µM (highest dose often 46.1 µM), for the others: at the top dose growth rescue, most hits filed as activators; 0.063% of 410,000 active; AID 1347071; also: potency is read from the fitted curve at half-maximal effect; nearly all actives have a fitted effect of over 55% in size
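Yeast A-beta toxicity model in growth medium with pinned compounds, 48 h at 30 C; growth read as absorbance at 600 nm. Normalized to FeCl3/clioquinol equimolar mix (positive) and DMSO (negative).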
WRN inhibitor: WRN helicase (human) inhibition. WRN helicase unwinding, fluorescent forked duplex, kinetic. Potency, µM (series often up to 114 µM), inactives show at the top dose activity change, negative = inhibition, usual class: inhibitors. 0.46% of 360,000 active. AID 651768; also: potency is read from the fitted curve at half-maximal effect; % is scaled to controls: 0 for no effect and ±100 for the full control effect; nearly all actives have a fitted effect of over 55% in size
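Enzyme (20 nM final) and test compound sit together 15 min at room temperature before substrate addition. Substrate is a single-forked duplex oligonucleotide (100 nM) labelled with fluorophore and quencher, with 2 mM ATP; helicase unwinding raises red fluorescence, read kinetically.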
PI5P4Ka inh: inhibitors of human PI5P4K alpha; P48426; PI5P4Kalpha enzyme, ADP-Glo luminescence, 60 min; hits give low values; max response, %; 1.2% of 330,000 active; AID 652105; active = max response of -50% or lower; inconclusive = between -30% and -50%; inactive = -30% or higher; also: value at the top dose of about 77 µM; % is scaled to controls: 0 for no effect and ±100 for the full control effect
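Human PI5P4Kalpha with substrate in 0.038 M HEPES pH 7.4, 0.28 mM EGTA, 0.1% CHAPS, 5% DMSO; reaction started with 5 microM ATP (final), 60 min at room temperature. ADP formed read by ADP-Glo luminescence.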
EPAC1 agonist: activates human EPAC1 exchange factor | O95398 | EPAC1 agonist qHTS, biochemical assay; response scale: 100% = response to 6.5 mM cAMP | Potency, µM (titrated, usually from 154 µM), for the others: top-dose activation, actives largely listed as activators | 0.073% of 360,000 active | AID 720707; also: potency is read from the fitted curve at half-maximal effect; nearly all actives have a fitted effect of over 60% in size
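Read-out is the fluorescence drop as BODIPY-GDP leaves Rap1B (480 nm excitation, 540 nm emission), recorded every 5 minutes over 30 minutes. Reactions held 100 nM EPAC1, 250 nM Rap1B–BODIPY-GDP and 50 uM GDP, with 6.5 mM cAMP setting full activation.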
* = called active by the depositor; u = inconclusive; x = not tested or not shown; & = joins results of further samples; [ ] = remark or other dose. Unless noted, calls follow the shape of the dose curve; as a rule, active = well fitted curve in the direction sought with a large enough effect; inconclusive = small, poorly fitted or top-dose-only effect, or another doubt; inactive = no such curve, though single readings can be large; an effect the other way counts as inactive or inconclusive. Some of the compounds tested; rates above refer to the full screens.

Letter code: A = PLK1 PBD inh; B = EPAC1 antag; C = IL-2 act; D = FUS suppressor; E = Abeta rescue; F = WRN inhibitor; G = PI5P4Ka inh; H = EPAC1 agonist
SMILES: Cc1ccc2c(c1)C1CN(C)CCC1N2C(=O)c1cccnc1Cl (configuration not stated)
  A = -3%; B = 4%; C = 1.7; D = 14%; E = 4%; F = 5%; G = -2; H = -2%

SMILES: CCOC(=O)[C@@H]1[C@H]2COc3ccc(Br)cc3[C@H]2N2C(=O)N(c3cccc(C)c3)C(=O)[C@]12C
  A = -6%; B = -1%; C = 1.6; D = 28%; E = 20%; F = -7%; G = 6; H = -10%

SMILES: CN(C)c1nc(-c2ccccc2)[n+](C)s1
  A = 4.7µM*; B = -2%; C = 0.2; D = -2%; E = -3%; F = -35%; G = u; H = 2%

SMILES: COC(=O)C1=C(c2cc3ccccc3s2)C[C@@H]2CC[C@H]1N2C(=O)NCCCOC(C)C
  A = 4%; B = 5%; C = -0.5; D = 29%; E = 4%; F = 12%; G = -1; H = -3%

SMILES: CCC1=Nc2cc(C(=O)N3CCC4(CC3)OCCO4)ccc2Sc2ccccc21
  A = -2%; B = 0%; C = -3.4; D = 26%; E = 10%; F = -3%; G = 3; H = -3%

SMILES: CN[C@@H](C)[C@@H](O)c1ccccc1
  A = -13%; B = 2%; C = 0.4; D = -36%; E = 13%; F = 2%; G = -2; H = -1%

SMILES: C[C@]12CCC3C(CC[C@H]4C[C@H](O)[C@H](O)C[C@]34C)C1CC[C@@H]2O (some centres not stated)
  A = 1%; B = 0%; C = 0.6; D = 9%; E = -1%; F = -8%; G = 8; H = -3%

SMILES: Nc1c(C(=O)NCc2ccco2)c2nc3ccccc3nc2n1Cc1ccccc1
  A = -13%; B = -12%; C = -3.0; D = u; E = -5%; F = -10%; G = -8; H = -5%

SMILES: COc1cccc(C(=O)C2CCCN(C3CCOCC3)C2)c1 (configuration not stated)
  A = -4%; B = -2%; C = -1.5; D = -22%; E = 1%; F = 3%; G = 4; H = 8%

SMILES: CCN1CCN(Cc2cccnc2)CC1
  A = 6%; B = -13%; C = 0.6; D = -14%; E = 4%; F = 8%; G = 7; H = -2%

Continued, starting with the last 2 of the part before.
Letter code: A = PLK1 PBD inh; B = EPAC1 antag; C = IL-2 act; D = FUS suppressor; E = Abeta rescue; F = WRN inhibitor; G = PI5P4Ka inh; H = EPAC1 agonist
SMILES: COc1cccc(C(=O)C2CCCN(C3CCOCC3)C2)c1 (configuration not stated)
  A = -4%; B = -2%; C = -1.5; D = -22%; E = 1%; F = 3%; G = 4; H = 8%

SMILES: CCN1CCN(Cc2cccnc2)CC1
  A = 6%; B = -13%; C = 0.6; D = -14%; E = 4%; F = 8%; G = 7; H = -2%

SMILES: CN1CCN(c2ccc([N+](=O)[O-])c(N/N=C3\CN4CCC3CC4)c2)CC1
  A = 1%; B = 2%; C = 0.8; D = 5%; E = 18%; F = -6%; G = 1; H = -5%

SMILES: Nc1ccc(Sc2ccc(N)cc2)cc1
  A = 3%; B = 5%; C = -2.9; D = x; E = -4%; F = 8%; G = 0; H = 2%

SMILES: C[C@]12CCC(=O)C=C1CC[C@@H]1[C@@H]2C(=O)C[C@]2(C)C(=O)CC[C@@H]12
  A = 1%; B = 4%; C = 0.8; D = -34%; E = 0%; F = 10%; G = -1; H = -11%

SMILES: CC/C(=C\C=C\[C@@H]1C=C[C@@H]2CCC[C@H]2[C@@H]1C(=O)c1ccc[nH]1)[C@@H]1O[C@@H]([C@@H](C)C(=O)O)CC[C@@H]1C
  A = u; B = -22%; C = -2.9; D = 35%; E = -39%[inhibitor]; F = -35%; G = -30; H = -12%

SMILES: COc1ccc(CN2CCCCC2c2cccnc2)cc1C (configuration not stated)
  A = 0%; B = -1%; C = -2.6; D = -19%; E = 4%; F = -8%; G = x; H = 5%

SMILES: Cc1cc(=O)oc2c(C)c(OCC(=O)N3C[C@H]4C[C@@H](C3)c3cccc(=O)n3C4)ccc12
  A = -15%; B = -6%; C = 0.0; D = -10%; E = -9%; F = 1%; G = -4; H = -21%

SMILES: N#Cc1ccc(NC(=O)CN2C(=O)NC3(CCCCCCC3)C2=O)cc1Cl
  A = -3%; B = -7%; C = -0.2; D = -3%; E = 19%; F = -6%; G = -4; H = 6%

SMILES: CCCCNC(=O)Nc1ccc(C(O)(C(=O)OC)C(F)(F)F)cc1 (configuration not stated)
  A = -2%; B = -1%; C = -0.4; D = 4%; E = -3%; F = 1%; G = x; H = 3%

SMILES: COc1cc(CNCCc2c[nH]c3ccccc23)cc(OC)c1
  A = -11%; B = 9%; C = -2.9; D = 17%; E = -14%; F = -16%; G = -1; H = 8%

SMILES: Cc1ccc2c(c1)=NC(=O)/C(=C/c1c(O)[nH]c(=O)[nH]c1=O)C=2
  A = 15µM*; B = -1%; C = 1.9; D = -4%; E = 10%; F = -2%; G = u; H = -5%

SMILES: CCCCn1nnnc1C(c1ccccc1)N1CCC2(CC1)C(=O)NCN2c1ccccc1 (configuration not stated)
  A = -9%; B = -6%; C = -0.5; D = 19%; E = -10%; F = -2%; G = 1; H = 0%

SMILES: Brc1cc2c(cc1CN1CCN(c3ccccc3)CC1)OCCO2
  A = -8%; B = -20%; C = 2.0; D = 4%; E = 0%; F = 6%; G = 26; H = 6%

SMILES: O=c1[nH]c(=S)n(Cc2ccc(F)cc2)c(O)c1/C=N/N1CCCCCC1
  A = 18%; B = -3%; C = -2.8; D = x; E = 6%; F = -17%; G = -21; H = 5%

SMILES: C/C(CC(c1ccccc1)c1c(O)c2ccccc2oc1=O)=N\NC(N)=S (configuration not stated)
  A = -14%; B = -6%; C = 1.2; D = 6%; E = 20%; F = -24%[57.1 µM]; G = -9; H = 1%

SMILES: O=C(O)C(Br)CBr (configuration not stated)
  A = -7%; B = -21%; C = 0.6; D = -44%; E = -28%; F = 3%; G = 0; H = -19%

SMILES: CCCC[N+]1(C)C2CC(OC(=O)C(CO)c3ccccc3)CC1C1OC12 (configuration not stated)
  A = 0%; B = -1%; C = 0.0; D = -31%; E = 4%; F = x; G = 6; H = 6%

SMILES: Cc1ccc(Oc2cc(NN3CCCCC3)c([N+](=O)[O-])cc2[N+](=O)[O-])c([N+](=O)[O-])c1
  A = 0%; B = -2%; C = 4.0; D = 18%; E = -6%; F = -9%; G = -1; H = 12%

SMILES: C=CCCC1(CC)C(=O)NC(=S)NC1=O
  A = 3%; B = 13%; C = -0.7; D = x; E = 5%; F = 6%; G = -3; H = -4%

SMILES: CC(N=Cc1c(O)[nH]c(=O)[nH]c1=O)c1ccccc1 (configuration not stated)
  A = -14%; B = 9%; C = -2.5; D = 5%; E = -5%; F = 2%; G = 0; H = 12%

SMILES: O=P(Oc1ccccc1)(Oc1ccccc1)C(Nc1ccccc1)c1ccccc1 (configuration not stated)
  A = -1%; B = -13%; C = 0.5; D = x; E = -1%; F = -12%; G = 0; H = 15%

SMILES: Cc1ccc(/C=C2/C(=O)NC(=O)N(C)C2=O)cc1
  A = 11µM*; B = 9%; C = 1.7; D = -9%; E = -6%; F = u; G = -2; H = 8%

SMILES: O=c1[nH]sc2cc(F)ccc12
  A = 3.8µM*; B = -13%; C = -3.4; D = -7%; E = -41%[inhibitor]; F = 32µM*; G = -82*; H = 5%

SMILES: CC(C)N(CCC(C(N)=O)(c1ccccc1)c1ccccn1)C(C)C (configuration not stated)
  A = 3%&-5%; B = 3%&3%; C = 0.1&-0.5; D = -47%&-17%; E = -21%&-8%; F = -4%; G = 0&-3; H = -13%&6%

SMILES: Cc1ccc(C(=O)C2C(c3ccc(-c4ccccc4[N+](=O)[O-])o3)NC(=O)NC2(O)C(F)(F)F)cc1 (configuration not stated)
  A = u; B = -6%; C = -0.4; D = 25%; E = -21%; F = -9%; G = 6; H = 5%

SMILES: C[C@]12CCC3C(CC[C@H]4C[C@@H](O)CC[C@]34C)C1C[C@@H](O)[C@@H]2O (some centres not stated)
  A = 0%; B = -7%; C = 0.6; D = -13%; E = 7%; F = 9%; G = 3; H = -3%

SMILES: COCCN1Cc2cc(=O)n3c([nH]c4ccccc43)c2C1=N
  A = -21%; B = 11%; C = 0.4; D = 35%; E = -5%; F = -10%; G = 1; H = -4%

SMILES: COC(=O)c1c(NC(=O)C2CC=CCC2C(=O)O)sc2c1CCCCC2 (configuration not stated)
  A = u; B = u; C = -1.0; D = 34%; E = 20%; F = u; G = -4; H = -3%

SMILES: COP(=O)(OC)/C(C=O)=N/Nc1ccc([N+](=O)[O-])cc1
  A = -1%; B = -1%; C = 0.7; D = 5%; E = 28%; F = -5%; G = -1; H = 11%

SMILES: CC1CCN(c2cc(Br)c([N+](=O)[O-])cc2F)CC1
  A = -14%; B = 6%; C = -1.5; D = -5%; E = 11%; F = -3%; G = 26; H = 4%

SMILES: CCCCc1nc(N2CCNCC2)c(C#N)c2c1CSC(C)(C)C2
  A = -19%; B = 4%; C = 3.0; D = -14%; E = -10%; F = 7%; G = 8; H = 2%

SMILES: COc1ccc(C(=O)c2nc3ccccc3n2C(C)C)cc1OC
  A = -16%; B = 11%; C = -0.9; D = 16%; E = -13%; F = 1%[57.1 µM]; G = 7; H = -6%

SMILES: CCN1C(=O)c2ccccc2Sc2ccc(C(=O)N3CCC4(CC3)OCCO4)cc21
  A = -2%; B = 3%; C = -2.6; D = 15%; E = -10%; F = 0%; G = 3; H = 9%

SMILES: CP(=O)(O)CCCN
  A = -6%; B = 1%; C = -2.5; D = 8%; E = 1%; F = -2%; G = x; H = 8%

Part of the list above in order of molar mass, ascending.
Letter code: A = PLK1 PBD inh; B = EPAC1 antag; C = IL-2 act; D = FUS suppressor; E = Abeta rescue; F = WRN inhibitor; G = PI5P4Ka inh; H = EPAC1 agonist
SMILES: COP(=O)(OC)/C(C=O)=N/Nc1ccc([N+](=O)[O-])cc1
  A = -1%; B = -1%; C = 0.7; D = 5%; E = 28%; F = -5%; G = -1; H = 11%

SMILES: CCN1C(=O)c2ccccc2Sc2ccc(C(=O)N3CCC4(CC3)OCCO4)cc21
  A = -2%; B = 3%; C = -2.6; D = 15%; E = -10%; F = 0%; G = 3; H = 9%

SMILES: Cc1ccc(C(=O)C2C(c3ccc(-c4ccccc4[N+](=O)[O-])o3)NC(=O)NC2(O)C(F)(F)F)cc1 (configuration not stated)
  A = u; B = -6%; C = -0.4; D = 25%; E = -21%; F = -9%; G = 6; H = 5%

Bioassay records deposited in PubChem BioAssay by National Center for Advancing Translational Sciences (NCATS).
